Source: PubChem
EWS-Fli block: inhibitors of EWS/Fli oncoprotein transcriptional activity | inhibition, % at 12.6 µM | A673 NR0B1-luciferase reporter, viability-normalised | AID 651661 | 0.67% of 350,000 active;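 active = mean inhibition of at least 50% after viability correction, with every replicate also passing that limit; inconclusive = mean reaches 50% but only one of two replicates passes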;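 note: firefly luciferase signal divided by Alamar Blue viability fluorescence both relative to DMSO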
Casp6 inh: blocks human caspase-6 cleavage activity. P55212. inhibition, % at 12.5 µM. purified caspase-6, Z-VEID-R110 cleavage fluorescence. 0.53% of 350,000 active. AID 686996;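 active = mean inhibition across replicates at least about 35%, with every replicate also reaching that limit, limit read from the data; inconclusive = only one of the two criteria met; inactive = neither criterion met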;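 note: 0% = median of neutral control wells and 100% = no fluorescence left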
Target sequence (P55212 24-179 limits assumed): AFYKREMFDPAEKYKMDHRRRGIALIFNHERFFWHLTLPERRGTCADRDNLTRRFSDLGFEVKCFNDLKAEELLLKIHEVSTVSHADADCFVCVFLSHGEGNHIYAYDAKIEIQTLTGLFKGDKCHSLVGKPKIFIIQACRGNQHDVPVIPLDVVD
Target sequence (P55212 194-293 limits assumed): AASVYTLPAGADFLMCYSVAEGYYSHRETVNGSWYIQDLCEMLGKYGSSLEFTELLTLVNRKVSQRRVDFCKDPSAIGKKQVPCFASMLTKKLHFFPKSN
ARNT TACC3 PPI: ARNT/TACC3 interaction disruption | Q9Y6A5 | AlphaScreen His-ARNT PAS-B/GST-TACC3 binding, luminescence; TACC3 fragment carries E629A point mutation | inhibition, % at 9.99 µM | 0.66% of 390,000 active;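 active = mean inhibition of replicates at least 50% and at least half of replicates each reaching 50%; inconclusive = half or more replicates reach 50% but mean below 50%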;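 note: 0% = complete ARNT plus TACC3 wells and 100% = ARNT alone without TACC3; many hits fall short of the cut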
SIRT5 block: blocks human SIRT5 desuccinylation of peptide; 1.1% of 330,000 active; Purified SirT5, succinyl-peptide AMC, trypsin-coupled fluorescence; AID 652115; inhibition, % at 15 µM; in the data active = inhibition above about 15%; inconclusive = no clear call, values can overlap the other calls
Target sequence (Q9NXA8 whole entry, looked up): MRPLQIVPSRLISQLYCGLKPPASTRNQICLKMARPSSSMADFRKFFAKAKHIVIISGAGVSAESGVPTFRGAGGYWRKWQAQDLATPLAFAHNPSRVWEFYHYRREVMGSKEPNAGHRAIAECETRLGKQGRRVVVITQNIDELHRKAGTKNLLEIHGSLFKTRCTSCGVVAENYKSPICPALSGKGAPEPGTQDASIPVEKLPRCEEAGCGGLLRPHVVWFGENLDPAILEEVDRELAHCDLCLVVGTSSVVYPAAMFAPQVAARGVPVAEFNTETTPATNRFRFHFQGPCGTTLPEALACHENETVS
DENV2 CPE rescue: inhibitors of DENV2 cytopathic effect | DENV2-infected cells, cytopathic effect rescue, plate reader | CPE inhibition, % at 9.99 µM | 1.7% of 350,000 active | AID 651640; in the data active = CPE inhibition above about 20%, passing the limit was not always enough; inconclusive = no clear call, values can overlap the other calls; tested in BHK-21 cells;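 note: 0% = median of neutral control wells and 100% = median of positive control wells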
PAX8 inh HTS: lowers PAX8-driven luciferase in RMG-I cells | RMG-I TPO-luciferase reporter, SteadyGlo, 24 h | inhibition, % at 12.6 µM | 1.2% of 360,000 active | AID 652154;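 active = mean replicate inhibition at least 60% with every replicate also reaching 60%; inconclusive = only one of the two criteria is met; inactive = mean below 60% and not all replicates reaching 60%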;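 note: luciferase light reporting Pax8 driven TPO promoter activity; plate controls were median of neutral control wells for no effect and mitoxantrone controls for full effect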
LGR2 inh: inhibitors of bursicon-induced Drosophila LGR2 receptor cAMP signaling; HEK293 LGR2, CRE-luciferase, bursicon-stimulated, 4 h; inhibition, % at 9.99 µM; 0.35% of 380,000 active; AID 720647;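 active = drop in luminescence signal, shown as inhibition above about 50% in the replicate tests, limit read from the data, passing the limit was not always enough; inconclusive = probably only some replicates passing the limit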;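 note: agonist challenge used bursicon conditioned medium at about half maximal strength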
Active calls of the source: *.

Results for Cc1cccc2c1cnn2C(=O)CCC(=O)N1CC(C)CC(C)C1 (stereo not given) ?
EWS-Fli block: -7.9; Casp6 inh: 1.0; ARNT TACC3 PPI: 1.2; SIRT5 block: -2.4; DENV2 CPE rescue: 1.0; PAX8 inh HTS: -17.3; LGR2 inh: 10.8

Results for C[C@@H]1CCCCO[C@H](CN(C)Cc2ccccc2)[C@H](C)CN([C@H](C)CO)C(=O)c2cc(NC(=O)c3ccncc3)ccc2O1 ?
Casp6 inh: 2.6; ARNT TACC3 PPI: 3.7; SIRT5 block: 5.2; DENV2 CPE rescue: 1.0; PAX8 inh HTS: 0.7; LGR2 inh: 14.7

How did COCCn1c(N)c(N(Cc2ccccc2)C(=O)Cc2ccccc2F)c(=O)[nH]c1=O do in these assays?
EWS-Fli block: -6.7; Casp6 inh: 4.8; ARNT TACC3 PPI: -1.9; SIRT5 block: -1.1; DENV2 CPE rescue: 2.1; PAX8 inh HTS: -12.2; LGR2 inh: 7.7

Results for CCOC(=O)C1CCCN(Cc2nc(Cc3cccc(F)c3)no2)C1 (stereo not given) ?
EWS-Fli block: -13.3; Casp6 inh: -1.3; ARNT TACC3 PPI: -0.5; SIRT5 block: -2.2; DENV2 CPE rescue: 17.6; PAX8 inh HTS: 14.1; LGR2 inh: 13.2

Results for CN(CC(=O)NCCc1ccc(S(N)(=O)=O)cc1)Cc1ccc(Cl)cc1Cl ?
EWS-Fli block: 7.7; Casp6 inh: 1.7; ARNT TACC3 PPI: -5.8; SIRT5 block: 0.6; DENV2 CPE rescue: -0.5; PAX8 inh HTS: 16.2; LGR2 inh: 5.2

What do the screens show for `CCOC(=O)Cc1csc(NC(=O)Cn2c(=O)oc3ccccc32)n1`?
EWS-Fli block: 3.5; Casp6 inh: -2.5; ARNT TACC3 PPI: 1.5; SIRT5 block: -3.9; DENV2 CPE rescue: 2.0; PAX8 inh HTS: 15.6; LGR2 inh: -5.7

Results for C[C@@H]1CN([C@@H](C)CO)C(=O)CCCn2nncc2CO[C@H]1CN(C)Cc1ccccc1C(=O)O ?
EWS-Fli block: 9.0; Casp6 inh: -0.3; SIRT5 block: 3.8; DENV2 CPE rescue: -14.0; PAX8 inh HTS: -9.6; LGR2 inh: -9.9

What do the screens show for `CCCCn1nc(C(=O)Nc2c(C)n(C)n(-c3ccccc3)c2=O)c2ccccc2c1=O`?
EWS-Fli block: 3.9; Casp6 inh: -1.2; SIRT5 block: 0.9; DENV2 CPE rescue: 11.9; PAX8 inh HTS: 9.7; LGR2 inh: -7.8

What do the screens show for `CCCNC(=O)Nc1ccc2c(c1)OC[C@@H](C)N(Cc1ccccn1)C[C@@H](C)[C@@H](OC)CN(C)C2=O`?
EWS-Fli block: -15.4; Casp6 inh: 1.5; ARNT TACC3 PPI: -2.6; SIRT5 block: -1.4; DENV2 CPE rescue: -5.1; PAX8 inh HTS: -3.1; LGR2 inh: -0.7

How did CCCCNC(=O)C(NC(=O)c1cccnc1)C(=O)c1ccccc1 (stereo not given) do in these assays?
EWS-Fli block: -5.3; Casp6 inh: -1.8; SIRT5 block: -1.3; DENV2 CPE rescue: 2.7; PAX8 inh HTS: -6.1; LGR2 inh: -7.6

Results for O=C(Cc1ccc(Br)cc1)Nc1ccc(S(=O)(=O)NCC2CCCO2)cc1 (stereo not given) ?
EWS-Fli block: 21.3; Casp6 inh: 2.5; ARNT TACC3 PPI: 2.8; SIRT5 block: 3.6; DENV2 CPE rescue: 6.9; PAX8 inh HTS: 12.9; LGR2 inh: -2.0

Results for Cc1cc(C)c(NC(=O)COC(=O)CCc2ccc(S(=O)(=O)N3CCCCC3)cc2)c(C)c1 ?
EWS-Fli block: -5.7; Casp6 inh: -2.4; ARNT TACC3 PPI: -3.2; SIRT5 block: -0.1; DENV2 CPE rescue: -1.1; PAX8 inh HTS: 3.9; LGR2 inh: -6.8

What do the screens show for `C[C@@H]1CN([C@H](C)CO)C(=O)c2cc(NC(=O)NC3CCCCC3)ccc2O[C@@H]1CN(C)C(=O)Nc1ccccc1`?
EWS-Fli block: -8.3; Casp6 inh: 3.1; ARNT TACC3 PPI: -0.6; SIRT5 block: 2.0; DENV2 CPE rescue: -2.9; PAX8 inh HTS: -19.9; LGR2 inh: -13.7

What do the screens show for `C[C@@H]1CN([C@@H](C)CO)C(=O)c2cc(NC(=O)CCN3CCOCC3)ccc2O[C@H]1CN(C)C(=O)NC1CCCCC1`?
EWS-Fli block: -6.7; Casp6 inh: -0.7; ARNT TACC3 PPI: -6.9; SIRT5 block: -4.4; DENV2 CPE rescue: -3.3; PAX8 inh HTS: -13.4; LGR2 inh: 13.7

How did C[C@H]1CN([C@@H](C)CO)C(=O)c2cc(NC(=O)CCCN(C)C)ccc2O[C@H]1CN(C)C(=O)Nc1ccc2c(c1)OCO2 do in these assays?
Casp6 inh: -2.5; ARNT TACC3 PPI: -5.2; SIRT5 block: 3.2; DENV2 CPE rescue: 4.1; PAX8 inh HTS: -9.9; LGR2 inh: 1.2

How did COC(=O)CCCNC(=O)c1ccc2nc(Cc3ccc(OC)cc3)oc2c1 do in these assays?
EWS-Fli block: -26.1; Casp6 inh: 2.4; ARNT TACC3 PPI: 34.1; SIRT5 block: -1.2; DENV2 CPE rescue: inconclusive; PAX8 inh HTS: -20.9; LGR2 inh: -11.1

Results for C=CCN1Cc2ccccc2C[C@@]2(COC(c3ccc(OCCCO)cc3)=N2)C1=O ?
EWS-Fli block: 1.8; Casp6 inh: 1.5; ARNT TACC3 PPI: 2.4; SIRT5 block: -1.9; DENV2 CPE rescue: 23.7*

How did COc1ccc(/C=N/N2CCN(C3c4ccccc4-c4ccccc43)CC2)cc1O do in these assays?
ARNT TACC3 PPI: 0.7; PAX8 inh HTS: 20.0; LGR2 inh: 11.4

Results for CCCc1cc(=O)oc2c3c(c4c(c12)OC(C)(C)C=C4)OC(C)C(C)C3O (stereo not given) ?
EWS-Fli block: 72.9*; Casp6 inh: 3.1; ARNT TACC3 PPI: 1.8; SIRT5 block: 9.5; DENV2 CPE rescue: 18.8

What do the screens show for `Clc1ccc(CSc2ncnc3nc[nH]c23)cc1`?
EWS-Fli block: 8.2; Casp6 inh: 1.3; SIRT5 block: -2.3; DENV2 CPE rescue: -9.4; PAX8 inh HTS: 9.8; LGR2 inh: 10.8

Results for NS(=O)(=O)c1ccc(CCNC(=O)COC(=O)Cc2ccc(Cl)cc2)cc1 ?
EWS-Fli block: -0.6; Casp6 inh: -2.2; SIRT5 block: 0.5; DENV2 CPE rescue: 2.2; PAX8 inh HTS: -15.4; LGR2 inh: 2.1

What do the screens show for `C[C@H](CO)N1C[C@H](C)[C@@H](CN(C)C(=O)NC2CCCC2)Oc2ncc(C#CCN(C)C)cc2C1=O`?
EWS-Fli block: 2.5; Casp6 inh: -11.3; ARNT TACC3 PPI: -6.0; SIRT5 block: 3.1; DENV2 CPE rescue: -1.1; PAX8 inh HTS: -11.0; LGR2 inh: -5.2

Results for CCOCCSc1n[nH]c(=O)n1CCc1ccccc1 ?
EWS-Fli block: -5.8; Casp6 inh: 0.2; ARNT TACC3 PPI: -10.4; SIRT5 block: -2.1; DENV2 CPE rescue: -1.5; PAX8 inh HTS: 0.0; LGR2 inh: 2.9

Results for Cc1cc(NCCN2CCOCC2)c2ccc3ccccc3c2n1 ?
EWS-Fli block: -34.2; Casp6 inh: -7.0; SIRT5 block: 0.2; DENV2 CPE rescue: 5.1; PAX8 inh HTS: -59.2; LGR2 inh: -23.2

Filtered by structure: the entries above containing an aryl methoxy group.
How did COC(=O)CCCNC(=O)c1ccc2nc(Cc3ccc(OC)cc3)oc2c1 do in these assays?
EWS-Fli block: -26.1; Casp6 inh: 2.4; ARNT TACC3 PPI: 34.1; SIRT5 block: -1.2; DENV2 CPE rescue: inconclusive; PAX8 inh HTS: -20.9; LGR2 inh: -11.1

How did COc1ccc(/C=N/N2CCN(C3c4ccccc4-c4ccccc43)CC2)cc1O do in these assays?
ARNT TACC3 PPI: 0.7; PAX8 inh HTS: 20.0; LGR2 inh: 11.4

Carrying on.
How did COc1ccc(NC(=O)C2C(c3ccccc3)C2(Cl)Cl)cc1 (stereo not given) do in these assays?
EWS-Fli block: -5.7; Casp6 inh: -4.3; ARNT TACC3 PPI: -5.9; SIRT5 block: -0.9; DENV2 CPE rescue: -1.6; PAX8 inh HTS: -11.3; LGR2 inh: 6.1

What do the screens show for `CC1CCN(C(=O)CSc2nc(N)c(NC(=O)c3ccccc3)c(=O)[nH]2)CC1`?
Casp6 inh: -2.4; ARNT TACC3 PPI: -7.0; SIRT5 block: -2.6; DENV2 CPE rescue: -8.2; PAX8 inh HTS: -7.4; LGR2 inh: 11.5

Results for O=C(CC(=O)c1cccc([N+](=O)[O-])c1)Nc1ccccc1Cl ?
EWS-Fli block: -4.9; Casp6 inh: -0.3; SIRT5 block: 2.5; DENV2 CPE rescue: 7.1; PAX8 inh HTS: -15.8; LGR2 inh: -10.7

What do the screens show for `COc1ccc(CCN2C(=O)[C@@]3(Cc4ccccc42)c2ccccc2C(=O)N(Cc2ccccc2C(F)(F)F)[C@H]3c2ccc(CO)cc2)cc1`?
EWS-Fli block: -4.9; Casp6 inh: 3.8; ARNT TACC3 PPI: -7.7; SIRT5 block: -3.8; DENV2 CPE rescue: 10.8; PAX8 inh HTS: 5.6

How did Cc1ccc(NC(=O)CN(C)C(=O)COc2ccc(Br)cc2)cc1 do in these assays?
EWS-Fli block: 2.1; Casp6 inh: -2.2; SIRT5 block: -21.0; DENV2 CPE rescue: inconclusive; PAX8 inh HTS: 17.3; LGR2 inh: -6.0

Results for O=C(CCc1ccccc1)NC(=S)Nc1cccc(Br)c1 ?
ARNT TACC3 PPI: -3.5; PAX8 inh HTS: -11.6; LGR2 inh: -9.4

Results for COc1ccc(Br)cc1CNC(C)c1ccccc1 (stereo not given) ?
ARNT TACC3 PPI: -5.1; PAX8 inh HTS: -5.0; LGR2 inh: -2.3

Results for OCCOCCOc1ccccc1OCCOCCO ?
EWS-Fli block: -3.2; Casp6 inh: 0.0; SIRT5 block: 0.8; DENV2 CPE rescue: -1.2; PAX8 inh HTS: 3.8; LGR2 inh: 1.4

What do the screens show for `O=C(c1ccc(S(=O)(=O)Cc2ccccc2F)c([N+](=O)[O-])c1)N1CCCCCC1`?
EWS-Fli block: 28.5; Casp6 inh: -11.1; SIRT5 block: -0.9; DENV2 CPE rescue: 10.4; PAX8 inh HTS: 39.9; LGR2 inh: 31.6

What do the screens show for `Cc1ccc(C(=O)N(C)CC(=O)Nc2ccc(N3CCOCC3)cc2)s1`?
EWS-Fli block: -28.9; Casp6 inh: -0.5; ARNT TACC3 PPI: -0.2; SIRT5 block: -0.1; DENV2 CPE rescue: -1.8; PAX8 inh HTS: -32.6; LGR2 inh: -5.4

How did C[C@@H]1CN([C@H](C)CO)C(=O)c2cccc(NC(=O)CCCCCC(=O)Nc3ccccc3N)c2O[C@@H]1CN(C)Cc1ccc(Oc2ccccc2)cc1 do in these assays?
EWS-Fli block: 16.1; Casp6 inh: -0.3; SIRT5 block: 0.8; DENV2 CPE rescue: -10.6; PAX8 inh HTS: 30.5; LGR2 inh: -30.9

How did COc1ccc(CN(C)C[C@@H]2Oc3ccc(NC(=O)Nc4ccccc4)cc3CC(=O)N([C@@H](C)CO)C[C@@H]2C)cc1 do in these assays?
EWS-Fli block: -0.1; Casp6 inh: 3.0; ARNT TACC3 PPI: 12.3; SIRT5 block: 5.2; DENV2 CPE rescue: -6.4; LGR2 inh: 1.6

How did Cc1cc(C)cc(NC(=O)CSc2cc(C(=O)c3nccn3C)c3ccccc3n2)c1 do in these assays?
ARNT TACC3 PPI: -3.9; PAX8 inh HTS: 1.1; LGR2 inh: 3.1

What do the screens show for `O=C(O)CSc1c2ccccc2cc2ccccc12`?
EWS-Fli block: -4.0; Casp6 inh: 2.9; ARNT TACC3 PPI: 1.7; SIRT5 block: -2.0; DENV2 CPE rescue: -8.1; PAX8 inh HTS: 4.3; LGR2 inh: -18.6

What do the screens show for `CCC(=O)c1ccc(OCc2cn(CC(=O)c3ccc(O)cc3)nn2)cc1`?
EWS-Fli block: -4.2; Casp6 inh: 7.3; ARNT TACC3 PPI: -4.5; DENV2 CPE rescue: 2.6; PAX8 inh HTS: -17.0; LGR2 inh: -9.3
